APEX1 inh – APE1 (human) endonuclease inhibition. AID 2517. recombinant APE1, TAMRA/BHQ-2 abasic DNA cleavage fluorescence. Potency, µM (top dose mostly 65.8 µM), without a hit: at the highest dose activity change, negative = inhibition, most hits filed as inhibitors. actives 0.35% (n = 350,000). P27695;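 also: plate controls were vehicle for no effect and reference inhibitor for full effect; nearly all actives have a fitted effect of over 55% in size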
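APE1 at 0.75 nM final was preincubated with compound 15 min at room temperature, then 50 nM double-stranded THF abasic-site substrate (5'-TAMRA/3'-BHQ-2) was added. Fluorescence (ex 525/em 598 nm) was read kinetically; third-minus-first read gave activity.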
Pol iota inh – DNA polymerase iota (human) inhibition; Q9UNA4; Pol iota fluorescent replication assay, 10 min; Potency, µM (series often up to 115 µM), without a hit: top-dose activity, negative = inhibition, most hits filed as inhibitors; actives 1% (n = 390,000); AID 588590
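Pol iota at 10 nM preincubated 15 min with compounds at room temperature; reaction started with fluorescent substrate, 50 nM final. Fluorescence read kinetically at 0 and 10 min; buffer-only wells as negative control.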
POLB inh – inhibitors of human DNA polymerase beta; P06746; Pol beta primer extension/strand displacement, fluorescence kinetic; Potency, µM (top dose mostly 114 µM), inactives show at the top dose activity change, negative = inhibition, most hits filed as inhibitors; actives 1.3% (n = 340,000); AID 485314; also: % is scaled to controls: 0 for no effect and ±100 for the full control effect
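10 nM enzyme + cpd, 15 min RT; start with substrate 50 nM final; read 0 min and after 10 min RT. Corrected, normalized data; 4-parameter Hill curve fit.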
Pol eta inh – DNA polymerase eta (human) inhibition; Q9Y253; recombinant Pol eta, fluorescent DNA replication assay; Potency, µM (doses to about 114 µM), inactives show top-dose activity change, negative = inhibition, usual class: inhibitors; actives 1.2% (n = 390,000); AID 588591; also: % is scaled to controls: 0 for no effect and ±100 for the full control effect
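Pol eta (10 nM) was preincubated with compounds for 15 min at room temperature, after which fluorescent replication substrate (50 nM final) was added to start the reaction. Fluorescence was read kinetically at 0 and 10 min.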
BAZ2B block – inhibitors of human BAZ2B bromodomain; Q9UIF8; Potency, µM (highest dose often 114 µM), inactives show top-dose activity change, negative = inhibition, actives largely listed as inhibitors; AlphaScreen BAZ2B-H3K14Ac peptide displacement; actives 4.4% (n = 360,000); also: % is scaled to controls: 0 for no effect and ±100 for the full control effect; nearly all actives have a fitted effect of over 60% in size
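Compounds, titrated to a top concentration of 110 uM, were incubated 30 min at room temperature with preformed BAZ2B/acetyl-K14 H3 peptide complex (50 nM each). Proximity signal was measured by AlphaScreen after 20 min with beads.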
Anesthetic bind – binds horse apoferritin like a general anesthetic; AID 485281; apoferritin/1-aminoanthracene competitive binding, fluorescence; Potency, µM (top dose mostly 77.5 µM), inactives show at the top dose activity change, negative = displacement, most hits filed as inhibitors; actives 0.074% (n = 350,000); also: % is scaled to controls: 0 for no effect and ±100 for the full control effect; nearly all actives have a fitted effect of over 20% in size
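Apoferritin-based anesthetic binding model; compound displacement of fluorescent 1-AMA measured as endpoint fluorescence after 10 minutes at room temperature, scaled to free-ligand and complex controls.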
BLM inh – Bloom syndrome helicase (human) inhibition; P54132; recombinant BLM DNA unwinding, fluorescence dequenching; Potency, µM (top dose mostly 56.1 µM), inactives show at the top dose activity change, negative = inhibition, actives largely listed as inhibitors; actives 0.2% (n = 350,000); AID 2528;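 also: plate controls were vehicle for no effect and no enzyme for full effect; nearly all actives have a fitted effect of over 35% in size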
G9a block – G9a (human) methyltransferase inhibition | Q96KQ7 | Potency, µM (highest dose often 102 µM), without a hit: top-dose activity, negative = inhibition, usual class: inhibitors | actives 8.8% (n = 350,000) | G9a H3K9 monomethylation, AlphaScreen, 2 h; also: % is scaled to controls: 0 for no effect and ±100 for the full control effect; nearly all actives have a fitted effect of over 75% in size
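Chemiluminescent proximity detection of H3K9 monomethylation, read after 10 min bead incubation in the dark. Reaction: 20 nM G9a, 500 nM biotin-H3K9 peptide, 20 uM SAM cofactor, 2 h, room temperature, following 15 min enzyme-compound preincubation.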
Pol kappa inh – DNA polymerase kappa (human) inhibition; purified Pol kappa, fluorescent DNA synthesis assay, 10 min; AID 588579; Potency, µM (titrated, usually from 107 µM), inactives show at the top dose activity, negative = inhibition, most hits filed as inhibitors; actives 0.53% (n = 400,000); also: % is scaled to controls: 0 for no effect and ±100 for the full control effect
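Fluorescent qHTS in 1536-well format: enzyme (10 nM) and compound sat 15 min at room temperature before 50 nM substrate (final) was added. Signal taken at 0 and 10 min; no-enzyme buffer wells were negative controls.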
The depositor's hits bear a star; & = joins results of further samples; [ ] = remark or other dose. Calls follow the shape of the dose curve; as a rule, active = well fitted curve in the direction sought with a large enough effect; inconclusive = small, poorly fitted or top-dose-only effect, or another doubt; inactive = no such curve, though single readings can be large; an effect the other way counts as inactive or inconclusive. Potency is read from the fitted curve at half-maximal effect. Some of the compounds tested. The share of hits here may be higher or lower than overall.

What do the screens show for `CC(C)[C@H](NC(=O)c1ccco1)C(=O)NC12CC3CC(CC(C3)C1)C2`?
APEX1 inh: 0.4%; Pol iota inh: -8.7%; POLB inh: inconclusive; Pol eta inh: 3.4%; BAZ2B block: -20.4%; Anesthetic bind: -6.4%; BLM inh: -5.0%; G9a block: 32.7%[activator][12.7 µM]; Pol kappa inh: -20.1%

Results for COc1ccccc1-c1nnc(SC(C(=O)c2c[nH]c3ccccc23)c2ccccc2)n1C (stereo unspecified) ?
APEX1 inh: -6.4%; Pol iota inh: -7.6%; POLB inh: 1.4%[57.1 µM]; Pol eta inh: -19.9%; BAZ2B block: -5.8%; Anesthetic bind: -5.3%; BLM inh: -9.5%; G9a block: 79.4µM*; Pol kappa inh: 5.8%

How did COC(=O)C1CCN(C(=O)COC(=O)[C@@H]2CC(O)CN2S(=O)(=O)c2ccc3c(c2)OCCO3)CC1 (stereo partly specified) do in these assays?
APEX1 inh: 6.1%; Pol iota inh: 2.8%; POLB inh: 28.6%; Pol eta inh: -16.6%; BAZ2B block: 3.4%; Anesthetic bind: -3.2%; BLM inh: 0.4%; G9a block: 9.7%[59 µM]; Pol kappa inh: 3.9%

Results for CN(CC(=O)Nc1cccc(F)c1)C(=O)c1ccc2c(=O)n3c(nc2c1)CCC3 ?
APEX1 inh: -2.3%; Pol iota inh: 11.0%; Pol eta inh: -5.5%; BAZ2B block: 11.4%; G9a block: 13.9%; Pol kappa inh: 0.3%

What do the screens show for `Cn1c(SCC(N)=O)nnc1-c1ccc(C(C)(C)C)cc1`?
APEX1 inh: -8.1%; Pol iota inh: 27.4%; POLB inh: 12.4%; Pol eta inh: -5.1%; BAZ2B block: 0.5%; Anesthetic bind: -13.6%; BLM inh: -1.2%; G9a block: inconclusive; Pol kappa inh: 5.5%

How did Cc1noc(NS(=O)(=O)c2ccc(NC(=O)c3cc(=O)c4ccccc4o3)cc2)c1C do in these assays?
APEX1 inh: 9.8%; Pol iota inh: 14.2%; POLB inh: 1.5%; Pol eta inh: -22.2%; BAZ2B block: -27.8%; Anesthetic bind: -9.2%; BLM inh: 0.0%; G9a block: 12.4%; Pol kappa inh: -8.5%

Results for CCCCCCc1ccc(N2C[C@H](Cc3ccccc3)[C@@H](CC(=O)NCc3ccc(OC)cc3)C2=O)cc1 ?
APEX1 inh: -5.1%; Pol iota inh: -25.5%&27.1%; POLB inh: 26.6%; Pol eta inh: -20.3%; BAZ2B block: -35.4%; Anesthetic bind: -10.3%; BLM inh: -11.3%; Pol kappa inh: -0.5%&-3.2%

Results for CSc1nc(NS(=O)(=O)c2ccc(F)cc2F)nn1C ?
APEX1 inh: 10.5%; Pol iota inh: 29.8%; POLB inh: 15.3%; Pol eta inh: -12.5%; BAZ2B block: -15.0%; Anesthetic bind: 0.5%; BLM inh: -1.6%; G9a block: 2.1%; Pol kappa inh: 5.7%

Results for CCOCCN1CCN(c2c(CC)c(C)nc3cc(-c4cc(OC)cc(OC)c4)nn23)CC1 ?
APEX1 inh: 3.2%; Pol iota inh: 14.0%; POLB inh: 1.4%; Pol eta inh: -17.0%; BAZ2B block: -36.4%; Anesthetic bind: -23.8%; BLM inh: 5.3%; G9a block: -9.6%[59 µM]; Pol kappa inh: -7.8%

What do the screens show for `COc1ccc(CCC(=O)NCCS(=O)(=O)N2CCN(c3ccccc3)CC2)cc1`?
APEX1 inh: -7.1%; Pol iota inh: 14.5%; Pol eta inh: -6.3%; BAZ2B block: -5.3%; G9a block: -30.7%; Pol kappa inh: -12.0%

Results for CN1CCN(C(=S)Nc2ccc(Cl)cc2Cl)CC1 ?
APEX1 inh: 14.5%; Pol iota inh: 4.0%; POLB inh: 12.8%; Pol eta inh: inconclusive; BAZ2B block: 9.1%; Anesthetic bind: -6.2%; BLM inh: -0.4%; G9a block: 3.3%[12.7 µM]; Pol kappa inh: -1.9%

What do the screens show for `CCn1c(SCC(=O)N2CCN(c3ccccc3)CC2)nnc1-c1cc2cc(Cl)ccc2o1`?
APEX1 inh: -1.1%; Pol iota inh: 17.3%; POLB inh: 4.5%; Pol eta inh: 8.5%; BAZ2B block: 10.7%; Anesthetic bind: -8.3%; BLM inh: -1.4%; G9a block: 20.8%[59 µM]; Pol kappa inh: 10.1%

How did CCCc1ccccc1OCCNC(C)=O do in these assays?
APEX1 inh: -3.4%; Pol iota inh: -14.3%; POLB inh: 9.1%; Pol eta inh: -9.3%; BAZ2B block: -5.0%; Anesthetic bind: 0.9%; BLM inh: -1.7%; G9a block: -6.7%[59 µM]; Pol kappa inh: -4.4%

How did COc1cc(C(=O)NC(C)c2ccc(S(N)(=O)=O)cc2)ccc1OCC(=O)N1CCOCC1 (stereo unspecified) do in these assays?
APEX1 inh: 25.1%; Pol iota inh: -7.2%; POLB inh: -0.8%; Pol eta inh: -8.3%; BAZ2B block: -15.5%; Anesthetic bind: -5.9%; BLM inh: -0.8%; G9a block: 11.1%; Pol kappa inh: -0.1%

How did Cc1cccc(NC(=O)CCn2nc(C)cc2C)c1 do in these assays?
APEX1 inh: 12.7%; Pol iota inh: 8.1%; POLB inh: -13.5%; Pol eta inh: -13.5%; BAZ2B block: 3.3%; Anesthetic bind: -11.8%; BLM inh: -2.0%; G9a block: -1.3%[59 µM]; Pol kappa inh: -5.5%

What do the screens show for `O=C(COc1ccc(Cl)cc1)OCC(=O)N1CCCCCC1`?
APEX1 inh: -5.1%; Pol iota inh: 1.7%; POLB inh: 35.5µM*; Pol eta inh: -3.0%; BAZ2B block: -5.0%; Anesthetic bind: inconclusive; BLM inh: -1.0%; G9a block: 19.3%; Pol kappa inh: 3.6%

What do the screens show for `Cc1c(NS(=O)(=O)c2cccc(C(=O)Nc3cccc(F)c3)c2)c(=O)n(-c2ccccc2)n1C`?
APEX1 inh: -10.1%; Pol iota inh: 2.7%; Pol eta inh: -5.5%; BAZ2B block: 7.8%; G9a block: -40.0%; Pol kappa inh: -19.8%

What do the screens show for `O=[N+]([O-])c1ccc(N/N=C/c2ccccc2)c(F)c1`?
APEX1 inh: -4.7%; Pol iota inh: -0.9%; POLB inh: 23.5%; Pol eta inh: -21.7%; BAZ2B block: 8.8%; Anesthetic bind: inconclusive; BLM inh: 0.3%; G9a block: 18.1%[59 µM]; Pol kappa inh: -7.4%

What do the screens show for `CCOC(=O)[C@H]1[C@H]2COc3cc(OC)ccc3[C@@H]2N2C(=O)N(c3ccc(Br)cc3)C(=O)[C@@]12C`?
APEX1 inh: 1.1%; Pol iota inh: -18.8%; POLB inh: -25.2%; Pol eta inh: -9.5%; BAZ2B block: -12.8%; Anesthetic bind: 7.1%; BLM inh: -5.5%; G9a block: -5.5%; Pol kappa inh: -7.9%

How did Cc1ccc(S(=O)(=O)NCc2ccc3c(c2)OCO3)cc1C do in these assays?
APEX1 inh: 29.8%; Pol iota inh: inconclusive; POLB inh: 0.2%; Pol eta inh: -3.3%; BAZ2B block: -4.4%; Anesthetic bind: inconclusive; BLM inh: -1.6%; G9a block: 82.1%[activator]; Pol kappa inh: -8.1%

Results for Cc1cc2c(cc1NS(=O)(=O)c1ccc(NC(=O)CC(C)C)cc1)n(C)c(=O)c(=O)n2C ?
Pol iota inh: -0.6%; POLB inh: 22.6%; Pol eta inh: -7.2%; BAZ2B block: -4.5%; Anesthetic bind: -20.0%; BLM inh: -2.1%; G9a block: 23.9%[59 µM]; Pol kappa inh: 0.0%

What do the screens show for `CC(C)OC(=O)c1c(NC(=O)c2ccco2)sc2c1CCCCC2`?
APEX1 inh: 4.0%; Pol iota inh: 9.9%; POLB inh: 0.2%; Pol eta inh: -19.4%; BAZ2B block: 35.8%; Anesthetic bind: inconclusive; BLM inh: -9.4%; G9a block: -40.1%[59 µM]; Pol kappa inh: -10.7%

How did CCSc1nc2sc3c(c2c(=O)[nH]1)CCc1ccccc1-3 do in these assays?
APEX1 inh: 0.8%; Pol iota inh: inconclusive; POLB inh: -5.9%; Pol eta inh: 1.2%; BAZ2B block: 10.6%; Anesthetic bind: -11.9%; BLM inh: -1.1%; G9a block: 50.1µM*; Pol kappa inh: -2.6%

What do the screens show for `CNc1oc(-c2ccc(C)cc2)nc1P(=O)(c1ccccc1)c1ccccc1`?
APEX1 inh: -4.6%; Pol iota inh: 9.1%; POLB inh: inconclusive; Pol eta inh: -19.8%; BAZ2B block: inconclusive; Anesthetic bind: -1.9%; BLM inh: -15.6%; G9a block: 1.5%[12.7 µM]; Pol kappa inh: -6.0%

How did CC(=O)Oc1ccc(-c2nc3cc(Cl)ccc3c(=O)o2)cc1 do in these assays?
APEX1 inh: 5.3%; Pol iota inh: inconclusive; POLB inh: -22.9%; Pol eta inh: -9.9%; BAZ2B block: inconclusive; Anesthetic bind: -4.8%; BLM inh: -5.7%; G9a block: inconclusive; Pol kappa inh: -19.5%

What do the screens show for `Cc1ccc(-c2c(C(=O)NC(C)C)oc(=O)c3ccccc23)cc1`?
APEX1 inh: 4.9%; Pol iota inh: 20.1%; POLB inh: 13.4%; Pol eta inh: -15.1%; BAZ2B block: -35.5%; Anesthetic bind: -5.6%; BLM inh: -12.0%; G9a block: -19.3%; Pol kappa inh: 2.0%

Results for Cc1cc(NC(=O)CCC(=O)N(c2ccccc2)C(C(=O)NC2CCCC2)c2cccs2)no1 (stereo unspecified) ?
APEX1 inh: 10.0%; Pol iota inh: -3.9%; POLB inh: 24.9%; Pol eta inh: 7.5%; BAZ2B block: -1.5%; Anesthetic bind: -22.5%; BLM inh: -1.5%; G9a block: -27.2%[2.33 µM]; Pol kappa inh: -2.3%

What do the screens show for `COc1ccc(N(CC(O)Cn2c(C)nc3ccccc32)S(=O)(=O)c2ccccc2)cc1` (stereo unspecified)?
APEX1 inh: 5.4%; Pol iota inh: -10.3%; POLB inh: -11.4%; Pol eta inh: -18.8%; BAZ2B block: -19.0%; Anesthetic bind: 2.5%; BLM inh: -4.1%; G9a block: 9.0%[59 µM]; Pol kappa inh: 6.3%
